MITF TRPM1 HTS – activators of MITF-driven TRPM1 promoter reporter, primary screen, cell-based, SK-MEL-5, luciferase, single point; activation, % at 12.5 µM; SK-MEL-5 TRPM1-promoter luciferase, 24 h; % of positive control, neutral wells = 0; 300,000 compounds, 0.75% hits; AID 588334, 2011;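 active = mean activation of at least 80% with every replicate also reaching 80%; inconclusive = mean reaches 80% but some replicate falls short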;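 note: 0% = neutral control wells and 100% = parthenolide positive control wells; values of inactives mirror those of a sister screen read the other way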
dFosB act – activators of delta FosB homodimer, primary screen, biochemical, fluorescence polarization, TAMRA-CDK5 oligo, single point | purified delta FosB; percent of positive-control signal above neutral wells | Protein FosB (Mus musculus), P13346 | 340,000 compounds, 0.99% hits | activation, % at 25 µM;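 active = mean activation above about 17%, with every replicate also reaching it, limit read from the data, passing the limit was not always enough; inconclusive = only one of the two conditions met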;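 note: fluorescence polarization rise as delta FosB binds a TAMRA Cdk5 AP-1 oligo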
Target sequence (P13346 whole entry, looked up): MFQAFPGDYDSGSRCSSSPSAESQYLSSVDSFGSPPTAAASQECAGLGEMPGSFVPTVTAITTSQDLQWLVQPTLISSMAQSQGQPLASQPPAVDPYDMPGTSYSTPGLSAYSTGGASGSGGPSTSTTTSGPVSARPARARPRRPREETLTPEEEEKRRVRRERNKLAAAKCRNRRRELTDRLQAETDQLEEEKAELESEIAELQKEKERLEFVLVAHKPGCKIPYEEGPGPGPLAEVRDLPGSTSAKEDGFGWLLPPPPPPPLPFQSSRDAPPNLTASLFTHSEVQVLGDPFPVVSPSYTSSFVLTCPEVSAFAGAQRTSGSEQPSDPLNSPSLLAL
HTR5A ag – HTR5A agonists in luminescence cell assay, primary screen, counter-screen for OPRM1-OPRD1 heterodimer agonist project, full-deck HTS. 5-hydroxytryptamine receptor 5A (Homo sapiens), P47898. cell-based. activation, % at 9.3 µM. 340,000 compounds, 0.61% hits. AID 504692, 2011; in the data active = activation mostly above about 9.5%, no sharp cut-off; inactive = mostly below about 7.6%;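 note: 0% = cells with vehicle only and 100% = reference agonist; strong numbers were not always called active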
Target sequence (P47898 whole entry, looked up): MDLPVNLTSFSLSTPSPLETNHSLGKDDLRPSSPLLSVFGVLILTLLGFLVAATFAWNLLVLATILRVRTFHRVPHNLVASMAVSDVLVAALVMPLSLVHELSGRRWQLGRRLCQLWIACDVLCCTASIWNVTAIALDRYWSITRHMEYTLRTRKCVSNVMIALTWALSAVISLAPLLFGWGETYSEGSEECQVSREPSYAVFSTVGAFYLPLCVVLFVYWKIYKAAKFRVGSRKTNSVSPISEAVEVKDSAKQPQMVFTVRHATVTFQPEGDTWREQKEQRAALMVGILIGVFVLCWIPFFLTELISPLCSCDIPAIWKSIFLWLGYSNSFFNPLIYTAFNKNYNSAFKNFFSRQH
SR-BI HDL uptake – inhibitors of SR-BI mediated HDL lipid uptake, primary screen, ldlA[mSR-BI] cells, fluorescence, single point; Scavenger receptor class B member 1 (Mus musculus), Q61009; ldlA[mSR-BI] CHO cells, DiI-HDL uptake fluorescence, 3 h; inhibition, % at 12.5 µM; 320,000 compounds, 0.96% hits; AID 488896, 2010;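 active = mean replicate inhibition of at least 70% and a set share of replicates each scoring 70 or more; inconclusive = meets just one of the two criteria; inactive = fails both criteria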;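 note: 0% = median of neutral control wells and 100% = median of positive control wells; values of inactives mirror those of a sister screen read the other way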
Wnt bcat act – Wnt/beta-catenin pathway activators, primary screen, cell-based, plate reader, single point | Wnt/beta-catenin reporter cell assay, activator | activation, % at 9.35 µM | 300,000 compounds, 1.2% hits | AID 743398, 2014; in the data active = activation above about 30%, passing the limit was not always enough; inconclusive = no clear call, values can overlap the other calls;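 note: 0% = neutral control wells and 100% = positive control wells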
SR-BI DiI-HDL act – activators of SR-BI mediated DiI-HDL uptake, primary screen, ldlA[mSR-BI] CHO cells, DiI fluorescence; 3 h; 100 = double the neutral-control signal; 320,000 compounds, 0.096% hits; activation, % at 12.5 µM;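 active = mean replicate activation of at least 60% and every replicate at or above 60%; inconclusive = mean or all-replicate condition met, but not both; inactive = mean below 60% and not all replicates reaching 60%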;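 note: 0% = median plate neutral-control signal and 100% = twice that signal; values of inactives mirror those of a sister screen read the other way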
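Test system: SR-BI-overexpressing, LDLR-lacking CHO cells; Medium: Ham's F12 with 0.5% BSA, HEPES 25 mM, pH 7.4; Schedule: 3 h, 37 °C; Technique: bottom-read fluorescence, 550/595 nm.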
CDK5 inh – inhibitors of human CDK5/p35 kinase, primary screen, biochemical, single concentration; Recombinant CDK5/p35, ADP-Glo luminescence, 60 min; Cyclin-dependent kinase 5 (Homo sapiens) + Cyclin-dependent kinase 5 activator 1 (Homo …; 330,000 compounds, 0.01% hits; inhibition, % at 10 µM;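 active = highest replicate inhibition of at least 50% and at least 75% of replicates reaching 50%; inconclusive = only one of the two criteria met; inactive = both criteria failed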;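 note: plate controls were DMSO neutral control for no effect and GW8510 at 10 µM for full effect; many of its hits are not listed in these tables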
Rtt109 Vps75 – inhibitors of C. albicans Rtt109/Vps75 HAT, primary screen, biochemical, ThioGlo CoA-SH fluorescence, plate reader; Histone acetyltransferase RTT109 (Candida albicans (strain SC5314 / ATCC MYA-2876)), …; purified Rtt109/Vps75, 4 h; inhibition, % at 34.9 µM; 330,000 compounds, 0.16% hits; AID 540336, 2011;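 active = inhibition of at least 50% in every replicate; inconclusive = best replicate reaches 50% inhibition but some replicates fall short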
Target sequence (Q5AAJ8 whole entry, looked up): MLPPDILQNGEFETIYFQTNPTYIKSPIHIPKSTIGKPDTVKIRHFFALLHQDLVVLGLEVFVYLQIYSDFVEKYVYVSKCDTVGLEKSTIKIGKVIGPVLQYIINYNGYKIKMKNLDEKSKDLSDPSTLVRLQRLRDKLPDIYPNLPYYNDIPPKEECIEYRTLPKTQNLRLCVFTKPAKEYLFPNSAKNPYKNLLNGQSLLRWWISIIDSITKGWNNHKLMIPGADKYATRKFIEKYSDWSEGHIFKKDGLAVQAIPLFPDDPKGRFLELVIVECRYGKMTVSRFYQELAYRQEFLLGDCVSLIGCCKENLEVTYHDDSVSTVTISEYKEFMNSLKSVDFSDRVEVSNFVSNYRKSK
RTF Ca sens act – cardiac RTF calcium sensitivity activators, primary screen, biochemical, IANBD-TnC fluorescence, EC20 calcium; IANBD-labeled TnC RTF fluorescence at EC20 calcium; 0% EC20 calcium, 100% full calcium; activation, % at 7.2 µM; 340,000 compounds, 0.24% hits; AID 493008, 2010;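 active = activation above the mean over all tested compounds plus 3 SD, cut at about 30% in these data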;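 note: rise in fluorescence read as greater calcium sensitivity of cardiac thin filaments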
PvdQ acylase – P. aeruginosa PvdQ acylase inhibitors, primary screen, biochemical, fluorescence, plate reader and imaging, single point. inhibition, % at 10 µM. 340,000 compounds, 0.063% hits. purified PvdQ acylase. AID 488965, 2010; in the data active = inhibition above about 30%, passing the limit was not always enough; inconclusive = no clear call, values can overlap the other calls;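 note: 0% = vehicle neutral wells and 100% = reference inhibitor wells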
* = called active by the depositor; ? = inconclusive; · = no result given.

smiles | SR-BI DiI-HDL act | Wnt bcat act | HTR5A ag | RTF Ca sens act | Rtt109 Vps75 | CDK5 inh | PvdQ acylase | MITF TRPM1 HTS | dFosB act | SR-BI HDL uptake
COc1cc(C(=O)N/N=C/c2ccc(OC(=O)c3ccccc3Cl)c(OC)c2)ccc1O | -67 | · | 4 | -4 | 6 | -1.2 | -19 | 13 | 25* | 67
C(=N\n1cnnc1)/c1ccc2c(c1)OCO2 | 25 | -2 | 2 | 0 | -19 | -0.6 | 3 | -8 | -3 | -25
COc1cc(C2c3cc4c(cc3OC(N3CCCC3)C2C)OCO4)cc(OC)c1O (stereo not drawn) | -7 | -3 | 1 | 1 | 2 | 0.7 | -18 | · | -3 | 7
COc1ccc(CCNC(=O)CN(C2CCCCC2)S(C)(=O)=O)cc1 | 16 | -2 | 5 | -5 | -10 | -2.0 | -10 | 8 | -2 | -16
COC(=O)c1ccc(N2CCOCC2)c(F)c1 | 11 | · | 1 | 0 | -3 | -2.8 | 8 | 6 | 3 | -11
O=C(CC(c1ccccc1)c1ccccc1)NCCOCc1ccccc1 | -8 | 0 | 3 | 1 | 3 | 0.8 | -13 | · | -8 | 8
CSc1ccccc1C(=O)C1CCCN(C(=O)c2ccc(N3CCOCC3)cc2)C1 (stereo not drawn) | -27 | 1 | -2 | -3 | -11 | 1.0 | -15 | 5 | -5 | 27
CC(C)Oc1ccccc1C1Nc2ccccc2C(=O)N1c1ccc2c(c1)OCCO2 (stereo not drawn) | -3 | · | 2 | 0 | -2 | 0.2 | 9 | 25 | -7 | 3
O=C(c1ccc(NS(=O)(=O)c2ccccc2)cc1)N1CCOCC1 | 1 | 0 | 4 | 1 | -1 | -0.1 | 9 | -4 | -11 | -1
Cc1[nH][nH]c(=O)c1C(c1ccc(Cl)cc1)c1c(C)[nH][nH]c1=O | 2 | -2 | -3 | -6 | 1 | 2.0 | 5 | · | 2 | -2
CC(=O)c1nn(-c2ccccc2)cc1C(=O)c1cccc(Br)c1 | -35 | · | -1 | -3 | -7 | -3.4 | 1 | 3 | 15 | 35
O=C(OCc1cc([N+](=O)[O-])cc2c1OCOC2)c1cccnc1SC(F)F | -51 | -3 | 4 | 1 | 6 | -0.9 | -5 | 3 | -10 | 51
CCOC(=O)C1(Cc2cccc(Cl)c2)CCCN(C(=O)C2CC2)C1 (stereo not drawn) | -8 | 2 | 2 | 1 | 6 | 1.3 | 8 | 14 | 1 | 8
CCCCN(C(C)=O)c1ccc(S(=O)(=O)NC2=NCCCCC2)cc1NC(C)=O | 18 | -3 | -2 | -2 | 28 | 2.1 | -1 | 3 | 1 | -18
CC(C)(C)c1cc(C(=O)C[n+]2ccc(C(=O)NCCCO)cc2)cc(C(C)(C)C)c1O | · | 1 | 1 | -5 | 25 | 2.2 | 0 | 5 | -2 | ·
O=C(Nc1ccccc1)c1nccn1Cc1ccc(F)cc1 | 15 | 4 | -1 | 1 | · | 1.0 | 13 | 32 | -4 | -15
Nc1cc(=O)[nH]c(SC/C=C/c2ccccc2)n1 | 20 | · | 1 | 0 | 6 | -0.8 | -18 | -9 | -5 | -20
CCC1COCCS(=O)(=O)N1Cc1ccccc1 (stereo not drawn) | 7 | 1 | -4 | -13 | 8 | 0.3 | 8 | 1 | 3 | -7
Cc1c(Cl)cccc1NC(=S)NCC(O)c1ccccc1 (stereo not drawn) | -1 | 2 | 4 | -4 | 11 | 1.4 | 0 | 6 | 0 | 1
CCN(CC(=O)Nc1cc(Cl)ccc1C)C(=O)C1CC(=O)N(Cc2ccccc2)C1 (stereo not drawn) | -7 | 1 | -2 | 2 | 1 | 0.9 | -13 | -15 | 4 | 7
CCC1CCCCN1CC(O)COCc1cccc(OC)c1 (stereo not drawn) | · | -2 | -4 | 4 | -7 | 0.4 | -5 | -1 | 0 | ·
O=C(CN1CCCCCC1)Nc1ccccc1Cl | 10 | 5 | 0 | 2 | 2 | -0.2 | 0 | · | 0 | -10
Cc1ccc(NC(=O)C2CCCN2S(=O)(=O)c2cccc3cccnc23)c(C)c1 (stereo not drawn) | 1 | -2 | -3 | -3 | 6 | -0.9 | 4 | -3 | -5 | -1
COc1cccc(NC(=O)N2CCC(N3CCCCC3)CC2)c1 | -11 | -3 | 6 | -3 | 20 | -0.8 | 0 | -1 | -3 | 11
O=C(CCc1ccc(O)cc1)c1c(O)cc(O)cc1O[C@@H]1O[C@H](CO)[C@@H](O)[C@H](O)[C@H]1O | 3 | -3 | -1 | -1 | 2 | 0.9 | 4 | -7 | -1 | -3

(next part)
smiles | SR-BI DiI-HDL act | Wnt bcat act | HTR5A ag | RTF Ca sens act | Rtt109 Vps75 | CDK5 inh | PvdQ acylase | MITF TRPM1 HTS | dFosB act | SR-BI HDL uptake
CC1=NC(=O)C(N=Nc2ccccc2)N1c1ccccc1 (stereo not drawn) | 19 | · | -2 | 1 | 1 | -0.6 | -11 | 17 | -1 | -19
CC1(C(=O)NCCOc2ccccc2Cl)CC1(Cl)Cl (stereo not drawn) | -2 | -1 | 7 | 9 | 2 | -1.3 | -14 | 2 | -3 | 2
COc1ccc(CCC(=O)N/N=C(\C)c2ccc3c(c2)OCO3)cc1 | 18 | 0 | -4 | -3 | 3 | 1.3 | -9 | -6 | 0 | -18
Cc1cc(C(=O)NCc2ccccc2F)cs1 | 12 | -3 | 2 | 6 | 8 | 0.7 | 6 | 10 | -1 | -12
NC(=S)N/N=C/c1coc2ccc(Cl)cc2c1=O | 3 | -2 | -4 | 3 | 0 | -0.6 | -6 | 17 | 3 | -3
O=[N+]([O-])c1ccc(Cl)c(S(=O)(=O)Nc2ccc(-c3ccc(N4CCOCC4)nn3)cc2)c1 | -2 | 5 | 2 | -6 | 10 | -1.3 | 0 | 4 | -5 | 2
O=C(O)C1Nc2c(C(F)(F)F)ccc(Cl)c2C2C=CCC12 (stereo not drawn) | -3 | 1 | -1 | -2 | 0 | -0.1 | 11 | -4 | -6 | 3
CCCC(C(=O)NCc1ccco1)N(C(=O)CNS(=O)(=O)c1ccccc1)c1ccccc1OC (stereo not drawn) | 31 | -1 | 4 | -3 | 0 | -2.4 | -28 | 3 | -5 | -31
CCCOc1ccc(/C=N/NC(=O)c2nnn(-c3nonc3N)c2-c2cccs2)cc1OC | -67 | -3 | 2 | 1 | -16 | 0.3 | -5 | 18 | 10 | 67
CCCCn1c(N)c(N(C)C(=O)c2cn(-c3ccccc3)nc2-c2ccccc2)c(=O)[nH]c1=O | 4 | 0 | 0 | -1 | 16 | -0.3 | -14 | 2 | -7 | -4
COc1ccc(NC(=O)/C=C/C(=O)O)c(OC)c1 | 21 | 7 | 0 | 2 | -3 | 0.9 | -13 | · | 3 | -21
COc1ccccc1NC(=S)N(Cc1ccccn1)Cc1ccccc1Cl | 27 | 15 | 2 | -1 | 1 | -1.4 | -9 | -8 | -1 | -27
COc1ccc(C2c3ccc4ccccc4c3Oc3ncn(CCCN(C)C)c(=N)c32)cc1 (stereo not drawn) | 19 | 0 | 1 | 3 | -6 | 0.7 | -17 | -99 | -5 | -19
Cc1cc(C)c2sc(N(CCN(C)C)C(=O)CCS(=O)(=O)c3ccccc3)nc2c1 | 1 | -2 | 4 | -3 | -6 | -1.8 | -6 | -1 | 21* | -1
O=C1C2CCCN2C(c2ccc(F)c(F)c2)N1c1cccc(Cl)c1 (stereo not drawn) | -3 | 0 | -9 | 2 | -4 | 0.4 | -16 | 5 | 4 | 3
O=C(Nc1ccc(F)cc1F)c1ccc2c(=O)n3c(nc2c1)CCC3 | -2 | 24 | -15 | 3 | -6 | 2.8 | -6 | 46 | -9 | 2
CCOC(=O)C1(CC)NC(c2ccc(OC)cc2OC)C2C(=O)N(C)C(=O)C21 (stereo not drawn) | 16 | 2 | -3 | 2 | 2 | 0.8 | -13 | -17 | -3 | -16
Cc1c(C(N)=O)c(-c2ccccc2)nn1-c1ccccc1 | -4 | · | 9 | 3 | 1 | 0.4 | 3 | -8 | 9 | 4
Cc1cccc(N2C(=O)CS/C2=N\NC(=O)c2ccc(Br)cc2)c1C | 44 | 0 | -1 | 0 | -2 | -0.9 | -7 | 2 | 1 | -44
CCOc1cc(CNC)ccc1OCC(=O)NC(C)(C)C | 10 | -7 | 4 | -3 | · | -0.4 | -8 | -1 | -3 | -10
Cc1ccc2oc(-c3ccccc3)c(C(=O)O)c(=O)c2c1 | -2 | ? | 4 | -5 | 7 | -0.1 | -3 | 64 | -8 | 2
Cc1cc(C)nc(SCC(=O)NC(=O)c2ccccc2O)n1 | 7 | 0 | 1 | 39* | 3 | -8.4 | -5 | -5 | -2 | -7
Clc1cccc(Cl)c1/C=N/Nc1c(Cl)cncc1Cl | -9 | -4 | 4 | -8 | -10 | 0.7 | 8 | · | -1 | 9
CC(C(=O)Nc1ccc(N2CCOCC2)cc1)N1C(=O)NC(C)(C)C1=O (stereo not drawn) | 1 | 2 | -1 | -2 | -11 | -0.6 | -8 | 3 | 2 | -1
CCC(C)Sc1nnc(CSc2nc(C)cc(C)n2)n1C (stereo not drawn) | 9 | 0 | -3 | -2 | -9 | -0.1 | 1 | -7 | -3 | -9
COC(=O)c1cc2n(n1)CCCNC2=O | 14 | 0 | -2 | 5 | -11 | 6.3 | 8 | -7 | -1 | -14
CC(C)Oc1ccccc1C1CC(=O)Nc2cc3c(cc21)OCCO3 (stereo not drawn) | -7 | · | 1 | -5 | 18 | -1.8 | 8 | · | -6 | 7
Cc1ccc(N/N=C(\C#N)C(=O)c2ccsc2)cc1 | 13 | 6 | 6 | -2 | 21 | -2.0 | 4 | 1 | 2 | -13

Reformatted with values under each structure: part of the list above
The line under a structure holds: SR-BI DiI-HDL act | Wnt bcat act | HTR5A ag | RTF Ca sens act | Rtt109 Vps75 | CDK5 inh | PvdQ acylase | MITF TRPM1 HTS | dFosB act | SR-BI HDL uptake
CCCOc1ccc(/C=N/NC(=O)c2nnn(-c3nonc3N)c2-c2cccs2)cc1OC
→ -67 | -3 | 2 | 1 | -16 | 0.3 | -5 | 18 | 10 | 67
CCCCn1c(N)c(N(C)C(=O)c2cn(-c3ccccc3)nc2-c2ccccc2)c(=O)[nH]c1=O
→ 4 | 0 | 0 | -1 | 16 | -0.3 | -14 | 2 | -7 | -4

Assay outcomes (PubChem)
